STAT1 activator = STAT1 signaling activators, primary screen, cell-based, HTS, luciferase reporter; NIH 3T3 STAT1-luciferase reporter, IFN-gamma, luminescence; 100% = IFN-gamma alone, no compound; activation (% of control), % at 5.5 µM; 200,000 compounds, 2.6% hits; AID 932, 2007;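 active = activation above the screen-wide mean activation plus 3 SD, cut at about 130% in these data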;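 note: raw ratio to IFN-gamma control signal so 100% means no change and 0% no light; values of inactives mirror those of a sister screen read the other way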
NF-kB expr up = activators of NF-kB expression in neurons, primary screen, cell-based, HTS | human neuronal cells, NF-kB reporter expression; hits give high values | AID 1239, 2008 | 190,000 compounds, 1.6% hits | fold change at 12.5 µM; in the data active = fold change above about 3.3
Diaphorase act = compounds boosting diaphorase resazurin reduction – biochemical, uHTS, resorufin fluorescence, counter-screen for diaphorase-coupled primary assays, primary screen | 190,000 compounds, 0.005% hits | Diaphorase/resazurin coupled assay, 16 min; hits give high values; 1 = vehicle wells, 0 = NADH-free wells | activation factor at 20 µM;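 active = diaphorase activity raised at least twofold by the compound at 20 µM; inactive = activation factor below 2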
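test system = bacterial diaphorase enzyme (C. kluyveri) | quantity = enzyme 0.07 U/mL final | reagent = NADH substrate 0.114 mM plus resazurin dye 0.1 mM, final | incubation = 16 min enzyme reaction, ambient temperature | buffer or medium = HEPES pH 7.4 buffer with MgCl2 and Tween 20 | signal = fluorescence of resorufin, 544 nm excitation, 590 nm emission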
TLR4 MyD88 comp = inhibitors of TLR4-MyD88 association in cells, primary screen, cell-based, HeLa CL3-4, BLA complementation, FRET ratio | HeLa CL3-4 TLR4/MyD88 BLA complementation | inhibition, % at 8.4 µM | 200,000 compounds, 0.18% hits; in the data active = inhibition above about 25%;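 note: 0% = vehicle and 100% = reference inhibitor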
APP 5'UTR act = activators of APP 5'UTR luciferase reporter, primary screen, SH-SY5Y cells; SH-SY5Y APP 5'UTR luciferase reporter, luminescence; zero percent = DMSO vehicle wells; activation, % at 2 µM; 190,000 compounds, 1% hits; AID 1276, 2008;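 active = activation above a set limit, based on mean plus 3 SD of controls, cut at about 140% in these data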; note: values of inactives mirror those of a sister screen read the other way
FLuc act counter = FLuc activators, initial screening, artefact control for FLuc-dependent activation tests, biochemical, ATPlite luminescence | activation factor at 10 µM | ATPlite luciferase biochemical, 10 min; 0 = ATP-free wells, 1 = DMSO control | AID 1027, 2008 | 200,000 tested, under 10 active | Luciferin 4-monooxygenase (Photinus pyralis), P08659;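 active = luciferase activation factor, scaled between plate controls, of at least 2 with compound at 10 µM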
Target sequence (P08659 whole entry, looked up): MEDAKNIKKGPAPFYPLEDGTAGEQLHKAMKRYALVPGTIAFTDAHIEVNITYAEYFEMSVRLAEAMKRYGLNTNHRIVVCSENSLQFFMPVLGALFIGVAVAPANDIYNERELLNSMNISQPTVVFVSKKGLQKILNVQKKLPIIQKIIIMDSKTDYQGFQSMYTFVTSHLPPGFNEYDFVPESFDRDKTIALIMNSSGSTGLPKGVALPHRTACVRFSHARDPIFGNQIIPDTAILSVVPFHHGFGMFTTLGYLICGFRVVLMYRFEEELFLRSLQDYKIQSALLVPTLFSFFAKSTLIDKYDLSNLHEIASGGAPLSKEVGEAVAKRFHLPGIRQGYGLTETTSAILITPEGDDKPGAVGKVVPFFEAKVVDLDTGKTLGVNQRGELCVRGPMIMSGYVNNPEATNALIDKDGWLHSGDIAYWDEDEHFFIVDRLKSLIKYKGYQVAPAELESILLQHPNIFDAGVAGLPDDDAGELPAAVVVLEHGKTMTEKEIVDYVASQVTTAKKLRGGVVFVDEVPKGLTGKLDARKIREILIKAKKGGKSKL
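Material: Luciferase/luciferin reagent mix | Doses: Test compounds dosed from 2 mM stocks in 100% DMSO | Timing: 10 min incubation after luciferase reagent addition, room temperature | Measured by: Luminescence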
FLuc inh counter = firefly luciferase enzyme inhibitors, primary screen, artefact control for luciferase-based inhibitor screens, biochemical, luminescence, ATPLite | Luciferin 4-monooxygenase (Photinus pyralis), P08659 | AID 1006, 2008 | 10 min | 200,000 compounds, 1.5% hits | inhibition, % at 10 µM;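 active = inhibition above about 50% when tested at 10 µM, limit read from the data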
G6PDH CS = L. mesenteroides G6PDH inhibitors, counter-screen for G6PDH-coupled screening assays, biochemical, Leuconostoc mesenteroides enzyme. glucose-6-phosphate dehydrogenase [Leuconostoc mesenteroides]. Purified L. mesenteroides G6PDH, diaphorase/resazurin coupled fluorescence, 45 min. inhibition, % at 5 µM. 200,000 compounds, 0.12% hits; in the data active = inhibition above about 50%
APP 5UTR inh = inhibitors of APP translation via 5'UTR reporter, primary screen, APP 5'UTR luciferase, SH-SY5Y cells; SH-SY5Y APP 5'UTR-luciferase reporter, luminescence; inhibition, % at 2 µM; 190,000 compounds, 0.82% hits; AID 1285, 2008;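 active = inhibition above a set limit, derived from the sample mean plus 3 SD, cut at about 45% in these data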; note: values of inactives mirror those of a sister screen read the other way
Diaph inh CS = diaphorase inhibitors and chemical oxidizers, primary screen, counter-screen for diaphorase-coupled primary assays, biochemical, uHTS, resorufin fluorescence; inhibition, % at 20 µM; 190,000 compounds, 0.69% hits; diaphorase resazurin-to-resorufin fluorescence, NADH, 16 min; bacterial (C. kluyveri) enzyme, not human;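 active = primary screen inhibition at 20 µM above a set limit, cut at about 50% in these data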;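 note: plate controls were DMSO with full reaction for no effect and wells lacking NADH for full effect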
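Test system: Clostridium kluyveri diaphorase enzyme / Quantity: diaphorase at 0.14 U/mL in enzyme working solution / Incubation: 16-min room-temperature incubation before reading / Benchmarks: NADH-free wells as positive control, DMSO-only neutral wells / Signal: resorufin fluorescence 544/590 nm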
The depositor's hits bear a star; x = no result given.

A first look:
canonical_smiles	STAT1 activator	NF-kB expr up	Diaphorase act	TLR4 MyD88 comp	APP 5'UTR act	FLuc act counter	FLuc inh counter	G6PDH CS	APP 5UTR inh	Diaph inh CS
O=C(COc1ccccc1F)NC1CCN(Cc2ccccc2)CC1	106	1	1	6	x	1.1	-8	4	x	-3
Cn1nnnc1SC(C(=O)Nc1cccc(C(F)(F)F)c1)c1ccccc1 (stereo not drawn)	103	1.1	0.8	-14	1	1	-2	12	-1	19

The whole of this part, from the first entry:
canonical_smiles	STAT1 activator	NF-kB expr up	Diaphorase act	TLR4 MyD88 comp	APP 5'UTR act	FLuc act counter	FLuc inh counter	G6PDH CS	APP 5UTR inh	Diaph inh CS
O=C(COc1ccccc1F)NC1CCN(Cc2ccccc2)CC1	106	1	1	6	x	1.1	-8	4	x	-3
Cn1nnnc1SC(C(=O)Nc1cccc(C(F)(F)F)c1)c1ccccc1 (stereo not drawn)	103	1.1	0.8	-14	1	1	-2	12	-1	19
O=C(NNS(=O)(=O)c1cccc(Cl)c1)c1cc(-c2ccc(F)cc2)nc2ccccc12	108	0.85	0.9	-1	-7	1	-2	10	7	9
CCOC(=O)c1cc2sc(C)cc2n1CC(=O)NCCc1ccccc1	93	1	0.9	0	-24	1	-4	5	24	12
O=C1N(Cc2cccnc2)C[C@@H]2C[C@@H](c3ccccc3C#Cc3ccccc3)N3CCC[C@@]123	97	0.74	0.6	-5	-9	1	-4	5	9	36
CC1(C)CC2CC(C)(CN2C(=O)C23CCC(C)(C(=O)O2)C3(C)C)C1 (stereo not drawn)	101	1.1	0.8	-14	6	1	-3	5	-6	17
COc1ccc(N2CCN(C(=O)C3(C)CC3(Cl)Cl)CC2)cc1 (stereo not drawn)	100	1	0.9	0	12	1	-4	1	-12	11
O=C(Nc1cc(Cl)ccc1N1CCOCC1)c1cnccn1	106	0.85	0.9	-2	15	1	-4	3	-15	8
CCOC(=O)c1c(NC(=O)Cc2cccs2)sc(C(=O)N2CCCCC2)c1C	95	1	0.7	4	7	1	2	11	-7	25
C=CCOc1ccc(C(=O)NC2CCCCC2)cc1	132*	2.1	1	0	23	0.8	24	0	-23	4
COCCSc1ccccc1C(=O)Nc1ccc(Br)cc1	99	1	0.9	-7	7	1.1	-6	6	-7	10
COCCCN(C)C1CCN(C(=O)Nc2ccc(F)cc2)CC1	104	1.3	0.9	-6	-3	1.1	-6	0	3	12
NC(=O)C1CCN(C(=O)CCSc2ccc(Cl)cc2)CC1	114	1.4	1	0	-3	1	-2	8	2	-3
Cc1c(NC(=O)c2nn3c(C(F)(F)F)cc(-c4ccccc4)nc3c2Cl)c(=O)n(-c2ccccc2)n1C	91	1.3	1	9	-1	1	2	-3	1	3
O=S(=O)(Nc1ccc(-n2cccc2)cc1)c1ccc(Cl)cc1Cl	96	0.94	0.7	4	6	1.1	-5	-19	-6	30
Cn1c(Cl)c(/C=N/OC(=O)C(C)(C)C)c2ccccc21	100	1.1	0.8	-12	5	1	-2	-1	-4	15
COc1ccc(CNC(=O)CCS(=O)(=O)c2cccc3nonc23)cc1	98	1.1	0.8	-8	9	1.1	-7	6	-9	21
Cc1ccc(N2CCN(S(=O)(=O)N3CCCCCC3)CC2)cc1Cl	102	1.2	0.9	14	-9	1.1	-7	6	9	12
O=C(Cc1ccccc1)NCCSCc1ccccc1	115	1.4	0.9	1	19	1	-2	11	-19	10
CCc1nnc(NC(=O)CSc2nnc(C3CCCCC3)n2-c2cccc(Cl)c2)s1	106	1.2	0.9	5	17	1	-4	8	-17	14
CCOC(=O)N1CCN(CC(=O)Nc2c(C(=O)OC)[nH]c3ccccc23)CC1	99	1	0.9	-3	13	1.1	-9	0	-13	11
CC(NC(=O)Cn1cnc([N+](=O)[O-])n1)c1ccccc1 (stereo not drawn)	98	1.5	0.8	10	9	1	-4	12	-9	18
COc1ccc(CC2(CO)CCN(Cc3cnn(C)c3)CC2)cc1	90	0.98	0.9	3	25	1	-5	0	-25	6
COc1cc(C(=S)N2CCOCC2)ccc1OS(=O)(=O)c1ccc(NC(C)=O)cc1	92	0.86	0.9	11	x	1	-2	11	x	10
CCSCCOC(=O)C1=C(C)NC(=O)NC1c1ccc2c(c1)OCO2 (stereo not drawn)	94	1.1	1	-5	-8	1.1	-6	3	8	0

Rewritten with values under each structure: part of the list above.
Each structure is followed by: STAT1 activator	NF-kB expr up	Diaphorase act	TLR4 MyD88 comp	APP 5'UTR act	FLuc act counter	FLuc inh counter	G6PDH CS	APP 5UTR inh	Diaph inh CS
> Cn1nnnc1SC(C(=O)Nc1cccc(C(F)(F)F)c1)c1ccccc1 (stereo not drawn)
→ 103	1.1	0.8	-14	1	1	-2	12	-1	19
> O=C(NNS(=O)(=O)c1cccc(Cl)c1)c1cc(-c2ccc(F)cc2)nc2ccccc12
→ 108	0.85	0.9	-1	-7	1	-2	10	7	9
> CCOC(=O)c1cc2sc(C)cc2n1CC(=O)NCCc1ccccc1
→ 93	1	0.9	0	-24	1	-4	5	24	12
> O=C1N(Cc2cccnc2)C[C@@H]2C[C@@H](c3ccccc3C#Cc3ccccc3)N3CCC[C@@]123
→ 97	0.74	0.6	-5	-9	1	-4	5	9	36
> CC1(C)CC2CC(C)(CN2C(=O)C23CCC(C)(C(=O)O2)C3(C)C)C1 (stereo not drawn)
→ 101	1.1	0.8	-14	6	1	-3	5	-6	17
> COc1ccc(N2CCN(C(=O)C3(C)CC3(Cl)Cl)CC2)cc1 (stereo not drawn)
→ 100	1	0.9	0	12	1	-4	1	-12	11
> O=C(Nc1cc(Cl)ccc1N1CCOCC1)c1cnccn1
→ 106	0.85	0.9	-2	15	1	-4	3	-15	8
> CCOC(=O)c1c(NC(=O)Cc2cccs2)sc(C(=O)N2CCCCC2)c1C
→ 95	1	0.7	4	7	1	2	11	-7	25
> C=CCOc1ccc(C(=O)NC2CCCCC2)cc1
→ 132*	2.1	1	0	23	0.8	24	0	-23	4
> COCCSc1ccccc1C(=O)Nc1ccc(Br)cc1
→ 99	1	0.9	-7	7	1.1	-6	6	-7	10
> COCCCN(C)C1CCN(C(=O)Nc2ccc(F)cc2)CC1
→ 104	1.3	0.9	-6	-3	1.1	-6	0	3	12
> NC(=O)C1CCN(C(=O)CCSc2ccc(Cl)cc2)CC1
→ 114	1.4	1	0	-3	1	-2	8	2	-3

Next structures
canonical_smiles	STAT1 activator	NF-kB expr up	Diaphorase act	TLR4 MyD88 comp	APP 5'UTR act	FLuc act counter	FLuc inh counter	G6PDH CS	APP 5UTR inh	Diaph inh CS
O=C(c1ccc([N+](=O)[O-])cc1)N1CCSC1c1ccccc1 (stereo not drawn)	87	1.2	1	-10	0	1	-1	15	0	5
CCOc1cc(C=O)ccc1OCC(=O)N1CCCC1	102	1.2	0.8	-4	-3	1	-3	19	3	23
N#C/C(C(=O)N1CCOCC1)=C1/SC=C(c2ccccc2)N1c1ccccc1	102	x	x	0	-16	x	x	x	16	x
COc1ccccc1CNC(=O)C(NS(=O)(=O)c1ccc2c(c1)oc(=O)n2C)C(C)C (stereo not drawn)	102	1	0.9	5	10	1	-2	0	-10	10
COc1ccc(C(CC(=O)O)NC(=O)OC(C)(C)C)cc1 (stereo not drawn)	96	1.1	1.1	-8	-2	1.1	-8	2	2	-7
CCN(Cc1ccccc1)C(=O)Cn1c(C(C)O)nc2ccccc21 (stereo not drawn)	91	1	1	8	-3	1	-1	6	3	-1
COc1ccccc1NC(=O)CSc1nccc(=O)[nH]1	95	0.97	0.9	4	1	1	-4	2	-1	14
Cc1cc(=O)c2n(Cc3ccccc3Cl)nc[n+]2[nH]1	98	0.98	0.9	9	16	0.9	5	9	-16	5
Fc1ccc(C2c3cccn3CCN2C(=S)Nc2cccc(Br)c2)cc1 (stereo not drawn)	92	1.1	1	0	-16	1	0	4	16	2
CCCc1nc(SCC(=O)N2CCC(Cc3ccccc3)CC2)c2c(=O)n(C)c(=O)n(C)c2n1	98	0.34	0.7	0	-1	1.1	-12	-41	1	30
O=C(NCc1ccco1)C1CCN(S(=O)(=O)c2ccc(-n3cnnn3)cc2)CC1	105	1	0.9	6	-4	1.1	-5	5	4	15
Cc1ccccc1NC(=O)C12CC3CCC1(C)C3(C)CO2 (stereo not drawn)	98	1	1	-15	17	1.1	-5	9	-18	0
CC1=C(C(=O)Nc2ccc(C)cc2)C(c2ccc(C)o2)C2=C(CC(C)(C)CC2=O)N1 (stereo not drawn)	100	0.98	0.9	-16	-1	1.1	-8	-1	1	7
Cc1ccc(C)c(NC2=CC(=O)CC(C)(C)C2)c1C#N	103	0.96	1.1	-2	10	1	3	10	-10	-12
CCCCNC(=O)N1CCN(c2ccccc2OCC)CC1	97	0.95	1	3	-8	1	0	14	8	0
Cn1c(=O)c(=O)n(C)c2cc(S(=O)(=O)NCc3ccc(Cl)cc3)ccc21	93	1.2	1.1	3	17	1	-3	7	-17	-6
Oc1ccccc1N=Nc1nc(-c2ccccc2)c(-c2ccccc2)[nH]1	104	1.6	0.8	-4	-88	1	-2	-4	88*	16
CC(C)CC(=O)Nc1ccc2oc(-c3cccnc3)nc2c1	124	2.1	0.9	0	50	0.5	49	-1	-50	5
Cc1nn(-c2ccccc2)c(C)c1/C=N\NS(=O)(=O)c1ccc(Cl)cc1	97	1.1	0.8	13	9	1.1	-6	-8	-9	16
NC(=O)CSc1c[nH]c2ccccc12	107	1.2	1	13	4	1	2	2	-4	3
Cc1cccc(N2CN(Cc3cccnc3)CNC2=S)c1C	100	1	0.9	-6	17	1	-3	-14	-17	13
CC(C)CNC(=O)c1ccccc1NC(=O)c1ccc(CN2CCOCC2)cc1	103	0.79	0.7	1	12	1	0	-14	-12	27
C/C(CC(O)(/C=N/O)c1ccccc1)=N\O (stereo not drawn)	108	1.1	0.9	13	3	1	-3	-15	-3	9
O=c1c2ccccc2cnn1Cc1n[nH]c(=S)n1-c1ccc(F)c(Cl)c1	101	0.94	1	11	4	1	0	10	-4	-2
O=c1cc(CNC2CCCCC2)c2ccccc2[nH]1	93	1.2	0.9	-1	1	1.1	-6	3	-1	7
O=C(c1cccs1)N1CCN(Cc2nc3ccccc3c(=O)[nH]2)CC1	101	0.95	0.9	9	-13	1	-1	0	13	9
O=S(=O)(c1ccc(Cl)cc1)N1CCC(O)(CN2CCN(Cc3ccccc3)CC2)CC1	99	1.4	1	7	-16	1.1	-7	1	16	1

Compound activity (PubChem)

Rows are unselected; any-hit rate near 5.6%.
